From PubChem BioAssay
AID inhibitor: activation induced cytidine deaminase inhibition; Q9GZX7; AID deamination FRET fluorescence, UDG-coupled, 4 h; Potency, µM (titrated, usually from 115 µM), for the others: top-dose activity change, negative = inhibition, usual class: inhibitors; 91,000 compounds, 0.32% hits; note: nearly all actives have a fitted effect of over 25% in size
Target sequence (Q9GZX7 whole entry, looked up): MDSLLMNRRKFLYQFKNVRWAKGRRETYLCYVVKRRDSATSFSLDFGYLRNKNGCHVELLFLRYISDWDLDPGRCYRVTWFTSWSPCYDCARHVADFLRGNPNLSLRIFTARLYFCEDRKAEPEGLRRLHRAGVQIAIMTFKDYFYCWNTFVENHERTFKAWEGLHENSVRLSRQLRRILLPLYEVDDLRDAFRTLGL
UDG counter: counter-screen for AID inhibitors: uracil-DNA glycosylase inhibition. FRET deamination/UDG coupled assay, UDG read, 4 h. 91,000 compounds, 0.14% hits. AID 1347430. Potency, µM (titrated, usually from 115 µM), for the others: top-dose activity change, negative = inhibition, most hits filed as inhibitors; note: nearly all actives have a fitted effect of over 65% in size
Starred values were filed as active, the others as inactive; u = inconclusive; [ ] = another dose, or the depositor's remark. Calls come from the whole dose curve; as a rule, active = well fitted curve in the direction sought with a large enough effect; inconclusive = small, poorly fitted or top-dose-only effect, or another doubt; inactive = no such curve, though single readings can be large; an effect the other way counts as inactive or inconclusive. % is set by controls: 0 for no effect and ±100 for the full control effect; potency is the fitted concentration of half-maximal effect.

SMILES	AID inhibitor	UDG counter
COc1ccc(CNC(=O)Cc2ccc(NC(=O)N3CCCCc4ccccc43)cc2)cc1	-9%	u
CC1CN(CCS(=O)c2ccccc2)CC(C)O1 (centres undefined)	-7%	-3%
Cc1cc(C(=O)NC2CCS(=O)(=O)C2)c2ccc(F)cc2n1 (centres undefined)	7%	-6%
CCc1c(C)sc(NC(=O)OC)c1C#N	58%[activator]	3%
C/C(CC(C)C)=N\NC(=O)c1ccc(Cl)cc1	6%	2%
Cc1cc(NC(=O)Cn2c(=O)oc3cc(S(=O)(=O)N4CCCC4)ccc32)ccc1Br	0%	0%
COc1cc(OC)cc(C(=O)Nc2cc(-c3nc4ccccc4s3)ccc2OC)c1	-4%	0%
COc1cc(C2CC(=O)Nc3n[nH]c(Nc4ccccc4)c32)cc(OC)c1OC (centres undefined)	5%	-2%
CC(C)[C@H](NC(=O)c1c(F)cccc1F)C(=O)OCc1ccc(C(N)=O)cc1	3%	6%
CC(C)NC(=O)c1cccc(NC(=O)Nc2ccc(Cl)cc2)c1	15%	-5%
Cc1cccc(C(=O)N2CCc3cc(CNS(=O)(=O)c4cccs4)ccc32)c1	-1%	5%[57.5 µM]
COc1ccc(-c2nnn3c2nc(NCc2ccc(C)cc2)c2ccccc23)cc1	-11%	-9%
Cc1ccccc1NC(=O)c1sc2nc(-c3ccncc3)ccc2c1N	-24%	-5%
Cc1ccc(NC(=O)c2c(C)oc3ccc(O)c(CN4CCOCC4)c23)cc1	9%	36%[activator]
CCC1CN(C(=O)Nc2cc(C)ccc2OC)c2cc(Cl)ccc2O1 (centres undefined)	-8%	-13%[57.5 µM]
CCOc1ccc(NC(=O)c2sc3nc(-c4ccc(OC)cc4)cn3c2C)cc1	16%	-1%
COC(=O)c1ccc(NC(=O)C2(S(=O)(=O)c3ccc(C)cc3)CC2)cc1	8%	-4%[57.5 µM]
CCc1ccc(CCC(=O)NCC2CCCO2)cc1 (centres undefined)	0%	12%
CC1CCN(S(=O)(=O)c2cccc(C(=O)NC3CCS(=O)(=O)C3)c2)CC1 (centres undefined)	-1%	-1%
COc1ccc(-c2c(C)c3cc(OS(=O)(=O)c4ccccc4)ccc3oc2=O)cc1	-1%	4%

Structural class: the compounds so far containing nitrogen in an aromatic ring
SMILES	AID inhibitor	UDG counter
Cc1cc(C(=O)NC2CCS(=O)(=O)C2)c2ccc(F)cc2n1 (centres undefined)	7%	-6%
Cc1cc(NC(=O)Cn2c(=O)oc3cc(S(=O)(=O)N4CCCC4)ccc32)ccc1Br	0%	0%
COc1cc(OC)cc(C(=O)Nc2cc(-c3nc4ccccc4s3)ccc2OC)c1	-4%	0%
COc1cc(C2CC(=O)Nc3n[nH]c(Nc4ccccc4)c32)cc(OC)c1OC (centres undefined)	5%	-2%
COc1ccc(-c2nnn3c2nc(NCc2ccc(C)cc2)c2ccccc23)cc1	-11%	-9%
Cc1ccccc1NC(=O)c1sc2nc(-c3ccncc3)ccc2c1N	-24%	-5%
CCOc1ccc(NC(=O)c2sc3nc(-c4ccc(OC)cc4)cn3c2C)cc1	16%	-1%

New compounds follow
SMILES	AID inhibitor	UDG counter
CCC(=O)c1ccc(OC)c(Cl)c1	-2%	-7%
O=C(N/N=C/c1c[nH]c2ccccc12)c1cccs1	7%	11%
N#C/C(=C/c1cccnc1)C(=O)NCCc1ccccc1	-4%	-4%
CCOc1ccc(NC(=O)C(C)n2c(=O)cc(C)c3c(C)nn(-c4ccccc4)c32)cc1 (centres undefined)	1%	22%
CCOc1ccc(CCNC(=O)C2CCCN(c3nnc(-n4cccc4)s3)C2)cc1OCC (centres undefined)	6%	2%
COc1ccc(NC(=O)CSc2oc(-c3ccc(F)cc3)nc2S(=O)(=O)c2ccc(C)cc2)c(OC)c1	18%	-10%
CC(O)CNc1nc2c(c(=O)n(C)c(=O)n2C)n1Cc1ccccc1 (centres undefined)	2%	-8%
CC(C)C(=O)N1N=C(c2ccco2)CC1c1ccc2nccnc2c1 (centres undefined)	u	5%
COc1cc2c(cc1OC)C(COc1ccc(C(C)C)cc1)N(C(=O)COc1ccccc1)CC2 (centres undefined)	u	u
CCC(C(=O)Nc1cc(C(F)(F)F)ccc1Cl)n1nc(C)c2sc3ccccc3c2c1=O (centres undefined)	0%	5%
CC1CCN(Cc2ccc(CNc3ncccc3C#N)cc2)CC1	-11%	-6%
CCSc1nc(-c2ccccc2)nc2c1Cc1c(CO)cnc(C)c1O2	-11%	3%
Cc1ccc(-c2cc(C(=O)NC3CCC(C)CC3)c3ccccc3n2)cc1C (centres undefined)	-3%	-3%
COc1ccc(-c2cc(C(=O)OCC3CCCO3)c3ccccc3n2)cc1OC (centres undefined)	-6%	-1%
Cc1ccccc1N=C1Nc2cccc3cccc1c23	-19%	-3%
Cc1ccc(C)c(NC(=O)Cn2cc(S(=O)(=O)Cc3cccc(Cl)c3)c3ccccc32)c1	1%	-15%
COc1ccc(S(=O)(=O)Oc2ccc3c(c2)O/C(=C\c2ccc(C(C)(C)C)cc2)C3=O)cc1	-12%	-5%
Brc1ccc(Oc2ccc3nnnn3n2)cc1	5%	1%
CCNC(=O)NC(=O)C(C)OC(=O)c1ccc2ccccc2n1 (centres undefined)	-9%	0%
O=C(CCC(=O)c1cccs1)Nc1ccc(N2CCOCC2)cc1	-9%	-4%

Full records as entered above:
CCc1ccc(CCC(=O)NCC2CCCO2)cc1 (centres undefined) as listed: AID inhibitor: 0%; UDG counter: 12%
COc1ccc(-c2nnn3c2nc(NCc2ccc(C)cc2)c2ccccc23)cc1 as listed: AID inhibitor: -11%; UDG counter: -9%

Next structures
SMILES	AID inhibitor	UDG counter
O=C(Nc1cc(Cl)ccc1Cl)c1ccc2c(c1)N(Cc1cccc(Cl)c1)C(=O)c1ccccc1S2=O (centres undefined)	-20%	-1%
CCCCSCCCNC(=O)CN1C(=O)c2cccnc2Oc2ccc(Cl)cc21	2%	11%
COc1ccc(NC(=O)c2c(C)oc3ccc(O)c(CN4CCC(C)CC4)c23)cc1Cl	-22%	6%
CCn1cc(S(=O)(=O)c2cccc(C)c2)c(=O)c2cc(F)c(N3CCCCC3C)cc21 (centres undefined)	103%[activator]	-3%
CCC1CN(C(=O)N2CCC(C(=O)NCCc3ccc(Cl)cc3)CC2)c2ccccc2O1 (centres undefined)	-4%	-2%[57.5 µM]
CC(NC=O)C(=O)O (centres undefined)	6%	9%
CN1CCN(c2nc3ccccc3nc2NS(=O)(=O)c2cc(Cl)ccc2Cl)CC1	3%	3%
COc1cccc(NC(=O)CSc2cc(C)c3ccccc3n2)c1	18%	29%
c1ccc(Sc2c(-c3ccccc3)cc3ccccn23)cc1	-6%	2%
Cc1ccc(NC(=O)CC(C)S(=O)(=O)c2ccc3c(c2)NC(=O)CO3)c(C)c1 (centres undefined)	-2%	-17%[57.5 µM]
CCCCc1cc(=O)oc2cc(C)cc(OC(C)C(=O)NCc3ccccn3)c12 (centres undefined)	-1%	8%
Cc1ccc(C)c(NC(=O)C(Sc2nnnn2C)c2ccccc2)c1 (centres undefined)	-8%	7%
CCCCNC(=O)C1CCC(Cn2c(=O)c3sccc3n(CC(=O)Nc3ccccc3)c2=O)CC1 (centres undefined)	49%[activator]	5%
Cc1cc(OCCn2c(CCNC(=O)C3CCCCC3)nc3ccccc32)ccc1Cl	17%	-8%
Cc1nn(CCCC(=O)Nc2cc(C(F)(F)F)ccc2Cl)c(=O)c2c1sc1ccccc12	8%	3%
CC1CCCCC1N(C)C(=O)c1ccsc1 (centres undefined)	1%	-4%
COc1ccc(S(=O)(=O)[C@H]2CS(=O)(=O)C[C@@H]2NCc2cccnc2)cc1	3%	-3%
O=c1[nH]c(=O)n(C2CCCCC2)c(O)c1C1=Nc2ccccc2SC(c2ccccc2)C1 (centres undefined)	u	-11%
CCC(=O)Nc1ccc(NC(=O)c2cn(C)c3ccccc23)cc1	2%	-7%
COc1ccc(C(=O)Oc2ccc(/C=C(/C#N)C(=O)Nc3ccccc3C(F)(F)F)cc2)cc1	-8%	2%
COc1ccc(C2C(=O)N(C3CCCCCC3)CC(=O)N2CCC2=CCCCC2)cc1 (centres undefined)	-3%	0%[57.5 µM]
Cc1ccc(NC(=O)c2c(NC(=O)Cc3ccccc3)sc3c2CCC3)cc1	2%	-3%
Cc1ccccc1OCC(=O)Nc1ccc2[nH]c(=O)sc2c1	28%	-19%
CCCN1CCc2nc(N)c(C#N)c(-c3cc(OC)c(OC)c(OC)c3)c2C1	-10%	u
O=C(NC(c1ccccc1)c1ccccn1)C1CCN(CC(F)(F)F)CC1 (centres undefined)	3%	2%
Cc1cccc(-c2nc3n(CC(=O)N4CCCC4)c(C)cc(=O)n3n2)c1	-2%	-7%
CC(C)[C@H](NC(=O)Cc1cccc2ccccc12)C(=O)O	6%	-8%
CCOC(=O)c1c(C)[nH]c(CCC(=O)NCc2cccc(OC)c2)c1C	-3%	0%[57.5 µM]
CCc1ccc(N2CN(Cc3cccnc3)Cn3c2nc(C)c(C)c3=O)cc1	0%	3%
C(=N\Nc1ccc2ccccc2n1)/c1cccs1	-13%	-16%
Cc1cccc(C(=O)Nc2ccc3nc(SCCOc4ccccc4)sc3c2)c1	4%	9%
CCN(CC)S(=O)(=O)c1cccc(NC(=S)Nc2ccc(C)c(C)c2)c1	-7%	-10%
COc1ccc(C(=O)Nc2c(NC3CCCC3)c3ccccc3oc2=O)cc1OC	1%	-3%
CCOc1ccc(O)c(C=NC2CCCC2)c1	-4%	-3%
Cc1ccc(NS(=O)(=O)c2ccc3[nH]c4c(c3c2)CCCCC4)cc1	0%	0%
Cc1nc2cc(F)ccc2cc1C(=O)NC(C1CC1)C1CC1	1%	2%
Cc1ccc(-c2c3c(=O)n(C)c(=O)n(C)c3c3c(C)nc4ccccc4n23)cc1	9%[57.5 µM]	-9%[57.5 µM]
CC(=O)N1c2ccc(S(=O)(=O)NCC3CCC(C(=O)Nc4ccc(C)cc4)CC3)cc2CC1C (centres undefined)	13%	1%
CCOc1ccc(CNC(=O)CCc2cn(CC)c3ccccc23)cc1	-5%	-2%
COc1cccc(CNC(=O)c2nc(Cn3nc(C)c(Br)c3C)no2)c1	20%	-8%
C/C(=N/Nc1ccc(S(=O)(=O)Nc2ccccc2)cc1[N+](=O)[O-])c1ccccn1	-4%	1%
CC(C)C[C@H]1C(=O)N2CCC[C@H]2[C@]2(O)O[C@](NC(=O)[C@@H]3C=C4c5cccc6[nH]c(Br)c(c56)C[C@H]4N(C)C3)(C(C)C)C(=O)N12	1%	-9%
COc1ccc(-c2nc3scc(CCNS(=O)(=O)c4ccc(F)cc4F)n3n2)cc1OC	0%	-9%[57.5 µM]
CN(C)c1ccc(CNC(=O)c2cc3ccccn3n2)cc1	-18%	-11%
CCOc1ccc(NC(=O)Cc2nc(-c3ccccc3)oc2C)cc1OC	-3%	-1%
O=C(NCC#Cc1ccccc1)c1ccc2nccnc2c1	25%	-4%
CC(C)(C)NC(=O)NC(=O)CN1CCN(S(=O)(=O)c2ccc3c(c2)CCCC3)CC1	-4%	6%
CCN1CCC(N(Cc2ccc(F)cc2)C(=O)Nc2ccc(C)c(F)c2)CC1	u	u
CCc1ccccc1NC(=O)CC1Sc2ccc(C(F)(F)F)cc2NC1=O (centres undefined)	-6%	-4%
COc1ccc(CNC(=O)CCc2nc(-c3ccc(C)cc3)no2)c(OC)c1	10%	1%

Next compounds.
SMILES	AID inhibitor	UDG counter
CC(C)Cc1nc(N2CCN(CC(=O)N3CCCCC3)CC2)c(C#N)c2c1CCC2	-4%	-7%
Cc1cc(C)cc(-n2c(SCC(=O)Nc3ccccc3F)nc3c(oc4ccccc43)c2=O)c1	10%	3%
Cc1cccc(Cc2cnc(NC(=O)C3=Cc4ccccc4OC3)s2)c1	3%	3%
Cc1ccc(CNC(=O)C2CCN(Cc3ccc(C(F)(F)F)cc3)CC2)cc1	5%	-3%
Cc1ccccc1C(=O)N1CC=C(c2c[nH]c3ccccc23)CC1	-4%	-5%
N/C(=C\C(=O)/C=C/c1ccccc1)C(Cl)(Cl)Cl	-2%	-1%
Cc1cccc(Cn2cnc3c(cnn3-c3ccc(Cl)cc3)c2=O)c1	6%	7%
O=C(O)c1ccccc1C(=O)Cc1ccc(I)cc1	-2%	-6%
COC(=O)c1cccc(NC(=O)c2cc(=O)c3cc(C)ccc3o2)c1	2%	3%
O=C(CCc1ncc(-c2ccccc2Cl)o1)NCc1ccccc1Cl	-17%	6%
COc1ccc2cnn(CC(=O)Nc3ccc(F)c(Cl)c3)c(=O)c2c1OC	-1%	10%
Cc1cccc(CCNC(=O)C2CCC(CNS(=O)(=O)c3c(C)cc(C)cc3C)CC2)c1 (centres undefined)	-10%	-1%[57.5 µM]
CCc1nc2ccccc2c(C)c1C(=O)O	-6%	-8%
Cc1cc(C)c2c(C)c(C(=O)Nc3nonc3-c3cccs3)oc2c1	-3%	2%
CC(C)NC(=O)COCc1cc(-c2ccc3c(c2)OCO3)on1	-10%	-8%
COc1ccc(C(c2c(C)n(C)n(-c3ccccc3)c2=O)c2c(C)n(C)n(-c3ccccc3)c2=O)cc1O	33%[activator]	16%
Cc1ccc(Nc2nc(NC3CCCC3)nc3c2cnn3-c2ccccc2)cc1	-7%	-5%
CN(C)C(=O)CCS(=O)(=O)Cc1coc(-c2ccc(F)cc2)n1	1%	-5%

Not all compounds are listed; rates above refer to the full screens.
